# Compound activity deposited in PubChem BioAssay by National Center for Advancing Translational Sciences (NCATS).
# TDP1 cell noCPT: qHTS for Inhibitors of human tyrosyl-DNA phosphodiesterase 1 (TDP1): qHTS in cells in absence of CPT. DT40 Tdp1-/- hTDP1 cells, no CPT, ATP luminescence, 48 h. Potency, µM (top dose mostly 46.2 µM), without a hit: at the highest dose activity change, negative = growth inhibition, hits mostly inhibitors. actives 15% (n = 420,000); note: nearly all actives have a fitted effect of over 55% in size
#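 Growth kinetics read by CellTiter-Glo luminescence after ≥48 hr at 37 °C. Cells: DT40 Tdp1-/- stably carrying human TDP1, 400 per well, compound exposure in the absence of CPT (DMSO vehicle).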
# TDP1 block: inhibitors of human tyrosyl-DNA phosphodiesterase TDP1 | AID 485290 | actives 0.28% (n = 350,000) | recombinant TDP1, AlphaScreen DNA substrate cleavage | Q9NUW8 | Potency, µM (highest dose often 130 µM), for the others: at the top dose activity change, negative = inhibition, usual class: inhibitors; note: nearly all actives have a fitted effect of over 40% in size
# Target sequence (Q9NUW8 whole entry, looked up): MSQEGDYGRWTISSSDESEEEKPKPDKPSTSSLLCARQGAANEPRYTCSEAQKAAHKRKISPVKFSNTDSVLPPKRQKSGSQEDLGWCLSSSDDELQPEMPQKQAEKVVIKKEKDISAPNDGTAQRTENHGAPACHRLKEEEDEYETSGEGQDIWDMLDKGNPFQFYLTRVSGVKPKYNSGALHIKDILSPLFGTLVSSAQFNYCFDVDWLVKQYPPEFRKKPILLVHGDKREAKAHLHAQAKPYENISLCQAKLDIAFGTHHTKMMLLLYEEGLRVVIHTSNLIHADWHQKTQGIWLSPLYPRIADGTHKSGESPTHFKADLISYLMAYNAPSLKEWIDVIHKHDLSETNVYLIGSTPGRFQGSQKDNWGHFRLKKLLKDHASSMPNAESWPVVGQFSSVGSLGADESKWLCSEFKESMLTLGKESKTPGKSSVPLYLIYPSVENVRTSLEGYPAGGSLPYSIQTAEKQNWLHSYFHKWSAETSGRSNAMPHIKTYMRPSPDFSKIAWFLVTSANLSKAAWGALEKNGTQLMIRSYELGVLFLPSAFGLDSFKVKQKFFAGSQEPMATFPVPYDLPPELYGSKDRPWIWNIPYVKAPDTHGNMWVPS
#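 AlphaScreen read-out: signal falls as enzyme removes the 3' tyrosine-FITC from a 5'-biotinylated DNA oligo (15 nM, 5 min, RT). Enzyme was E. coli-made recombinant Tdp1 at 1 nM, exposed to compound for 15 min beforehand; beads 10 ug/ml, 10 min.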
# TDP1 cell CPT: DT40-hTDP1 cell growth loss with CPT | actives 12% (n = 420,000) | Potency, µM (top dose mostly 46.2 µM), for inactives: at the top dose activity change, negative = growth inhibition, usual class: inhibitors | chicken DT40 Tdp1-/-;hTDP1 cells + 20 nM CPT, ATP luminescence, 48 h; note: nearly all actives have a fitted effect of over 55% in size
#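 Chicken DT40 Tdp1-/- cells complemented with human TDP1, 400 cells/well, exposed to compounds plus 20 nM camptothecin for at least 48 h at 37 C; viability read as ATP content by CellTiter-Glo luminescence.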
# Active calls of the source: *; ? = inconclusive; / = not tested or not shown. Calls come from the whole dose curve; as a rule, active = well fitted curve in the direction sought with a large enough effect; inconclusive = small, poorly fitted or top-dose-only effect, or another doubt; inactive = no such curve, though single readings can be large; an effect the other way counts as inactive or inconclusive. % is set by controls: 0 for no effect and ±100 for the full control effect; potency is the fitted concentration of half-maximal effect.
SMILES	TDP1 cell noCPT	TDP1 block	TDP1 cell CPT
Oc1ccc(N=Cc2ccc(O)c(O)c2)cc1	?	0%	?
COc1ccccc1CN1CC(=O)N2CSC[C@H]2C1=O	-6%	/	-3%
CCCCC1NC(=S)N(C2CCCCC2)C1=O (configuration not stated)	?	0%	?
O=C(COc1ccc2c3c(c(=O)oc2c1)CCC3)Nc1ccc(CN2CCOCC2)cc1	-29%	1%	?
COc1ccc(NC(=O)CSc2ccccc2)cc1S(=O)(=O)N1CCCCC1	?	6%	-29%
CCC(=O)c1ccccc1OCC(=O)Nc1c(C)cccc1C	1%	6%	18%
COc1cc(C#N)c(NC(=S)N2CCN(C(=O)c3ccco3)CC2)cc1OC	-6%	/	-15%
Cn1c(=S)n(C)c2ccccc21	-3%	-5%	-8%
CC(Oc1ccccc1F)C(=O)NNC(=O)c1ccc(F)c(S(=O)(=O)N2CCOCC2)c1 (configuration not stated)	2%	0%	12%
COc1ccc(-c2noc(-c3cc(C)cc(C)c3)n2)cc1OC	-23%	8%	-19%
CC(=O)c1cc2ccccc2c2ccccc12	-22%	/	4%
O[C@@H]1C[C@H](c2ccc(Cl)cc2)N(Cc2cccs2)C[C@H]1n1cc(C2CC2)nn1	?	/	-25%
Fc1ccc2cnc(C3=CCCCC3)cc2c1	-23%	-18%	0%
CC1C(=O)N(Cc2cn(CCC3OCCCO3)nn2)CCS(=O)(=O)N1Cc1ccc(-c2ccc(F)cc2)cc1 (configuration not stated)	18µM*	/	12µM*
O=C(Cc1ccccc1F)Nc1nc(-c2cccs2)cs1	-27%	0%	?
CCN(CC)CC(=O)Nc1nc(-c2ccc(Cl)cc2)cs1	?	7%	?
COc1ccccc1N(CC(=O)N/N=C/c1ccc(C(=O)O)cc1)S(=O)(=O)c1ccc(C)cc1	-4%	0%	4%
COc1ccc2c(c1)C=C([C@@H]1C[C@H]3CN(c4ccccc4)C(=O)[C@]34CCCN14)CO2	21µM*	3%	?
CS(=O)(=O)Nc1cccc2cccnc12	4.6µM*	8%	4.6µM*
COc1ccc(/C=C/c2nnc(NC(=O)COc3ccc(Cl)cc3)s2)cc1	?	2%	?
CCOC(=O)C(=O)Nc1cc(C(=O)OC)cc(C(=O)OC)c1	4%	0%	1%
COC(=O)c1ccc(OCC2c3cc(OC)c(OC)cc3CCN2C(=O)c2ccco2)cc1 (configuration not stated)	21µM*	4%	23µM*
Cc1cccc(NCc2cccc3ccccc23)n1	?	6%	-16%
CCCC1(C(=O)OC)NC(c2cc(OC)c(OC)c(OC)c2)C2C(=O)N(CC)C(=O)C21 (configuration not stated)	-13%	1%	-2%
O=C(NCSC1=NCCS1)c1ccccc1	-7%	4%	10%
COc1cc(C(=O)OCCN2CCCCC2)ccc1O	1%	4%	-1%
Cn1nnc(NC(=O)/C=C/c2ccco2)n1	-21%	/	4%
Clc1nc(NCC2CCCO2)c2[nH]cnc2n1 (configuration not stated)	-19%	1%	-20%
N#Cc1c(-c2ccc3c(c2)OCO3)ccn2nc(-c3cccc(C(F)(F)F)c3)nc12	?	-8%	?
CCNC(=O)c1oc2c(c1C)C(=O)CC(C)(C)C2	-3%	-2%	-4%
COc1ccc(OC)c(NC(=O)C2=C(C)NC(=O)NC2c2cccs2)c1 (configuration not stated)	2%	5%	-10%
CC1CCC(NC(=O)c2ccc3c(c2)N(Cc2ccccc2)C(=O)c2ccccc2S3=O)CC1 (configuration not stated)	?	7%	?
Cc1noc(C)c1NC(=O)N(C)C[C@H]1Oc2c(NC(=O)C3CCCCC3)cccc2C(=O)N([C@H](C)CO)C[C@@H]1C	1%	1%	5%
Cc1ccnc(NC(=O)c2oc3ccccc3c2C)c1	?	/	?
COc1ccc(NC(=O)COC(=O)CCCC2=NS(=O)(=O)c3ccccc3N2)cc1Cl	25%	1%	2%
Cc1cccc(-c2nc(N)nc(N)n2)c1	-17%	/	1%
Cc1cc(OCC(O)CNC(C)c2ccccc2)ccc1C(C)C (configuration not stated)	23µM*	/	23µM*
O=C(c1ccccc1)N1CCn2c1nc1ccccc12	-4%	10%	-2%
C=C1C(=O)OC2C1C(OC(=O)C(C)=CC)CC(=C)C1C(O)C3OC3(C)C21O (configuration not stated)	15µM*	/	15µM*
O=C(O)c1cccc(N/N=C/c2ccc(F)c(F)c2)c1	-1%	9%	-1%

# Of the compounds above, these have fluorine:
SMILES	TDP1 cell noCPT	TDP1 block	TDP1 cell CPT
CC(Oc1ccccc1F)C(=O)NNC(=O)c1ccc(F)c(S(=O)(=O)N2CCOCC2)c1 (configuration not stated)	2%	0%	12%
Fc1ccc2cnc(C3=CCCCC3)cc2c1	-23%	-18%	0%
CC1C(=O)N(Cc2cn(CCC3OCCCO3)nn2)CCS(=O)(=O)N1Cc1ccc(-c2ccc(F)cc2)cc1 (configuration not stated)	18µM*	/	12µM*
O=C(Cc1ccccc1F)Nc1nc(-c2cccs2)cs1	-27%	0%	?
N#Cc1c(-c2ccc3c(c2)OCO3)ccn2nc(-c3cccc(C(F)(F)F)c3)nc12	?	-8%	?
O=C(O)c1cccc(N/N=C/c2ccc(F)c(F)c2)c1	-1%	9%	-1%

# Results in TDP1 cell CPT (2 entries from above):
canonical_smiles | TDP1 cell CPT
Cn1c(=S)n(C)c2ccccc21 | -8%
CC(Oc1ccccc1F)C(=O)NNC(=O)c1ccc(F)c(S(=O)(=O)N2CCOCC2)c1 (configuration not stated) | 12%

# 3 of the compounds above, with values under each structure:
# Values run as follows: TDP1 cell noCPT	TDP1 block	TDP1 cell CPT
- Oc1ccc(N=Cc2ccc(O)c(O)c2)cc1
    ?	0%	?
- COc1ccc(/C=C/c2nnc(NC(=O)COc3ccc(Cl)cc3)s2)cc1
    ?	2%	?
- Cc1cc(OCC(O)CNC(C)c2ccccc2)ccc1C(C)C (configuration not stated)
    23µM*	/	23µM*

# Remaining list, next part:
SMILES	TDP1 cell noCPT	TDP1 block	TDP1 cell CPT
CC1(/[N+]([O-])=C/c2ccccc2F)CCCCC1=O (configuration not stated)	11%	0%	2%
Clc1ccccc1-c1nn2c(COc3ccccc3)nnc2s1	-25%	4%	-19%
O=C(Nc1nccs1)C1CCCN(S(=O)(=O)c2cccc3cccnc23)C1 (configuration not stated)	15µM*	7%	?
Cn1c(=N)n(CC(O)c2ccco2)c2ccccc21 (configuration not stated)	-6%	0%	-5%
Cc1ccc(NS(=O)(=O)c2ccc(-c3cc(C)no3)cc2)c(Br)c1	8.2µM*	6%	12µM*
O=C(COc1ccc(C(=S)N2CCOCC2)cc1)N1CCOCC1	4%	5%	1%
O=C(OCC(=O)c1ccc[nH]1)c1ccc2ccccc2n1	-1%	-8%	-10%
COc1ccc(CNC(=O)CSc2nc3ccc(N)cc3s2)cc1	-21%	5%	-11%
CCCCCCCCCCCCCCCC[n+]1ccc(CC(O)c2c(C)[nH]c3ccccc23)c2ccccc21 (configuration not stated)	1.3µM*	/	1.6µM*
Cc1ccc(C)c(NC(=S)N2CCC(NC(=O)c3ccc(F)cc3)CC2)c1	-18%	6%	1%
Cc1ccc(S(=O)(=O)Nc2ccccc2N2CCCCC2)cc1	16µM*	-13%	?
Cc1cc([N+](=O)[O-])c(N2CCC[C@@H]2C(=O)O)c([N+](=O)[O-])c1	-16%	-8%	-2%
Cc1ccc(NC(=O)c2cc(-n3cnnc3)ccc2Cl)cc1	-18%	2%	0%
COC(=O)CN1C(=O)c2cccc3cccc1c23	13%	0%	12%
COc1ccc(NC(=O)CCCn2nc(C)c3sc4ccccc4c3c2=O)cc1	?	9%	?
O=C(Cn1nc(Cc2cccnc2)c2ccccc2c1=O)NCCCN1CCCC1=O	-1%	2%	11%
O=C(Nc1ccc2c(c1)N(C1CCCC1)C(=O)c1ccccc1S2)c1ccc(F)cc1	?	5%	23µM*
Cc1ccnc(NS(=O)(=O)c2cc(-c3cc(C)no3)ccc2C)c1	-11%	5%	0%
Cc1ccc2nc(CSc3nnc(NC(=O)COc4ccccc4)s3)cc(=O)n2c1	1%	5%	-8%
O=C1c2ccccc2C(O)(Cc2ccccc2)N1C1CCCCC1 (configuration not stated)	?	3%	1%
CCOc1ccc(NC(=O)C2CSC(c3ccncc3)=N2)cc1 (configuration not stated)	?	3%	23µM*
O=C(O)CCCn1nc(C(F)(F)F)c2c1CCCCC2	-1%	4%	1%
Cc1ccc(/C=N/NC(=O)c2c(C)nc3ccc(Br)cn23)cc1	0.58µM*	/	0.73µM*
CCN(C(=O)COC(=O)CCCc1c[nH]c2ccccc12)c1c(N)n(Cc2ccccc2)c(=O)[nH]c1=O	-26%	/	?
CCCCNc1nc2sc3c(c2c(=O)n1-c1cccc(Cl)c1)CCN(C)C3	16µM*	/	21µM*
COc1ccc(NC(=O)C(NC(=O)/C=C\c2ccc3c(c2)OCO3)c2ccccc2)cc1 (configuration not stated)	?	0%	?
COc1ccc([C@H]2C[C@H](n3cc(COC(=O)c4ccccc4)nn3)[C@@H](O)CN2C(=O)c2cccs2)cc1	3%	/	6%
O=C(Cn1c(N2CCN(c3ccccc3)CC2)nc2ccccc21)c1ccccc1	?	2%	?
Cc1ccccc1NC(=O)c1ccc(NC(=O)C2CCCO2)cc1 (configuration not stated)	6%	3%	7%
O=C1CCCN1CN(C(=O)c1ccccc1)c1ccccc1	-10%	-5%	2%
CCc1ccccc1NC(=O)c1ccc(S(=O)(=O)N2CCCC2)cc1	-11%	/	10%
O=C(O)Cn1c(=S)sc2ccccc21	-13%	-4%	0%
O=C(NN1CCOCC1)c1cccc(COc2cccc(Br)c2)c1	-2%	1%	5%
CC(=O)c1ccc(S(=O)(=O)N2CCC3(CC2)OCCO3)cc1	-25%	0%	-2%
COc1ccc(CCNC(=O)c2ccc(NS(=O)(=O)c3c(C)noc3C)cc2)cc1OC	-4%	0%	-6%
O=[N+]([O-])c1ccc(Sc2cccc[n+]2[O-])c2nonc12	0.021µM*	9%	0.0058µM*
O=C(O)c1cc(NC(=O)c2cccc(C(=O)Nc3cc(C(=O)O)cc(C(=O)O)c3)c2)cc(C(=O)O)c1	4%	/	-3%
O=C(c1ccc(Cl)cc1)C1CCCN(C(=O)/C=C/c2ccccn2)C1 (configuration not stated)	21µM*	8%	23µM*
CCc1ccc(-n2nc(C)c3c(C(=O)Nc4cc(OC)cc(OC)c4)cc(C)nc32)cc1	?	-1%	?
CC(=O)c1ccc(NS(=O)(=O)c2ccc(-n3cccn3)cc2)cc1	?	6%	?
COCCOC(=O)C1=C(C)NC(=S)NC1/C=C/c1ccccc1 (configuration not stated)	?	-1%	-22%
CSc1ncc(C(=O)Nc2ccccc2)cn1	-8%	/	?
Cc1cc(N=Nc2ccccc2)c(NCC(O)C(O)C(O)CO)cc1C (configuration not stated)	-8%	9%	-5%
CN(c1ccccc1)C(CNS(=O)(=O)c1ccccc1)c1ccccc1 (configuration not stated)	?	3%	?
CC(CNC(=O)Cc1ccc(NC(=O)N2CCSc3ncccc32)cc1)c1ccccc1 (configuration not stated)	?	3%	?
O=C(NCc1ccc(F)cc1)Nc1ccccc1	20%	4%	1%
N=c1c(C(=O)NCC2CCCO2)cc2c(=O)n3ccccc3nc2n1Cc1ccccc1Cl (configuration not stated)	1.3µM*	1%	1.5µM*
CC1CCN(C(=O)C2CCN(C(=O)c3cc4sccc4n3Cc3ccc(F)cc3)CC2)CC1	18µM*	2%	21µM*
CCC(=O)N1CCc2cc(Br)cc(S(=O)(=O)NCCc3ccccc3Cl)c21	21µM*	3%	16µM*
Cc1ccc([N+](=O)[O-])cc1S(=O)(=O)Nc1ccc(N2CCOCC2)cc1	?	0%	-24%
CC1(C(=O)NCc2ccccc2)CSCC(=O)N1C1CCN(Cc2ccccc2)CC1 (configuration not stated)	-8%	/	18%
CC(C)CCn1c(N2CCOCC2)nc2c1c(=O)n(CC(N)=O)c(=O)n2C	-19%	2%	1%
COc1ccc(S(=O)(=O)N2CCCC2C(=O)Nc2nccs2)cc1 (configuration not stated)	-12%	3%	8%
CC1Cc2nc(SCC(=O)N3CCOCC3)n(-c3ccccc3)c(=O)c2S1 (configuration not stated)	1%	2%	-19%
Cn1c(NNC(=O)C(c2ccccc2)c2ccccc2)cc(=O)n(C)c1=O	-1%	0%	7%
CN(CC(=O)Nc1ccc(N2CCOCC2)cc1)C(=O)C12CC3CC(CC(C3)C1)C2	-23%	4%	-29%
